# KOR beta-arrestin-1: kappa opioid receptor blockers – cell-based, luminescence, uHTS (AID 1778); KOR beta-arrestin recruitment, luminescence, antagonist mode; higher % means a stronger effect; inhibition, % at 10 µM, or IC50 in µM where a hit was titrated; hit rate 0.091% among 290,000; note: strong numbers were not always called active
# GPR55 antagonists: inhibition of LPI-stimulated GPR55 beta-arrestin translocation – imaging, U2OS, beta-arrestin-GFP, LPI agonist, primary screen (AID 2013) | hit rate 0.13% among 290,000 | inhibition, % at 10 µM; hits with a dose series show IC50 in µM | U2OS GPR55 beta-arrestin-GFP translocation imaging, LPI antagonism; higher % means a stronger effect;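 active = spots per cell inhibited over 60%, with over 100 cells counted and total cytoplasm intensity under 500,000; inconclusive = wells with under 100 cells, flagged as likely toxic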;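 note: U2OS cells stably carrying GPR55 and arrestin-GFP stimulated by 5 µM LPI near EC80; imaged beta-arrestin-GFP aggregate spots per cell after agonist stimulation; plate controls were LPI-stimulated DMSO wells for no effect and DMSO wells without LPI for full effect; some results filed as inactive read as strong as hits; confirmed hits need IC50 under 10 µM and bright autofluorescent wells are also inconclusive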
# Myeloid diff 2: promotes myeloid progenitor differentiation. ER-HoxA9 myeloid progenitors, lysozyme-GFP differentiation, flow cytometry. calls only at 10 µM. hit rate 1% among 360,000. AID 624256;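 active = normalized GFP-positive differentiation at or above the plate's own cutoff, the solvent-only control mean plus 3 SD; inconclusive = no clear call, values can overlap the other calls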;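 note: cells exposed to compound for four days before flow analysis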
# HIV fusion peptide: inhibitors of HIV fusion peptide binding, primary screen, biochemical, uHTS, fluorescence dequenching (AID 1986) | cell-free peptide binding, fluorescence dequenching, 30 min; higher % means a stronger effect | inhibition, % at 20 µM; hits with a dose series show IC50 in µM | hit rate 0.3% among 290,000; in the data active = inhibition mostly above about 52%, no sharp cut-off; inactive = mostly below about 76%; note: some results filed as inactive read as strong as hits
# GPR55 activation: GPR55 agonists via beta-arrestin recruitment, primary screen, imaging, U2OS cells, beta-arrestin-GFP redistribution (AID 1961). U2OS GPR55 beta-arrestin-GFP redistribution imaging; higher % means a stronger effect. activation, % at 10 µM; hits with a dose series show EC50 in µM. hit rate 0.048% among 290,000;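 active = activation above 40% with more than 50 cells counted in the well; inconclusive = wells holding fewer than 50 cells, flagged as toxic or sparse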;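 note: U2OS osteosarcoma cells stably expressing GPR55 and beta-arrestin-GFP; plate controls were DMSO negative control for no effect and LPI positive control for full effect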
# NOD1 NF-kB reporter: NOD1 signaling inhibitors, primary screen, cell-based, luminescence, uHTS (AID 1578). NOD1-driven NF-kB luciferase reporter cells, luminescence; higher % means a stronger effect. inhibition, % at 4 µM; hits with a dose series show EC50 in µM. hit rate 1% among 290,000; in the data active = inhibition mostly above about 36%, no sharp cut-off; inactive = mostly below about 34%;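 note: HEK-293T reporter cells stimulated with the NOD1 agonist gamma-tri-DAP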
# KOR beta-arrestin-2: KOR agonists, beta-arrestin recruitment, primary screen, cell-based, luminescence, uHTS (AID 1777); KOR beta-arrestin recruitment, luminescence; higher % means a stronger effect; activation, % at 10 µM; hits with a dose series show EC50 in µM; hit rate 0.02% among 280,000; in the data active = activation above about 50%, passing the limit was not always enough; note: a part of the inactive calls stands beside numbers as strong as those of hits
# HEK293 NOD2/NF-kB: inhibition of NOD2-driven NF-kB reporter – cell-based, luminescence, uHTS, HEK293 (AID 1566); HEK293 NOD2/NF-kB luciferase reporter, luminescence; higher % means a stronger effect; one-dose inhibition, % at 4 µM; EC50 in µM for titrated hits; hit rate 0.63% among 290,000; note: many of its hits are not listed in these tables
# GPR35 arrestin U2OS: GPR35 antagonists blocking zaprinast-driven arrestin recruitment, primary screen, imaging, U2OS, beta-arrestin-GFP, zaprinast agonist (AID 2058). inhibition, % at 10 µM, or IC50 in µM where a hit was titrated. U2OS GPR35 beta-arrestin-GFP translocation imaging, zaprinast antagonism; higher % means a stronger effect. hit rate 0.052% among 290,000;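 active = inhibition of at least 50% with at least 30 cells and total cytoplasm GFP at most 10,000,000; inconclusive = under 30 cells or total GFP of 10,000,000 plus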
# Myeloid diff 2 GFP+ MAC1+ %: further read-out of Myeloid diff 2, marked with its call; GFP+ MAC1+ double positive, %; measured here: differentiation confirmed by MAC1 staining
# Numbers without * were called inactive; i = inactive; ? = inconclusive; . = no result given; + = active, no number; [ ] = another dose, or the depositor's remark. Cut-off read from the data, not from the text of the source, unless noted: active = inhibition above about 50%; inactive = the rest. This is a subset, so the mix of outcomes need not match the whole.
SMILES | KOR beta-arrestin-1 | GPR55 antagonists | Myeloid diff 2 | Myeloid diff 2 GFP+ MAC1+ % | HIV fusion peptide | GPR55 activation | NOD1 NF-kB reporter | KOR beta-arrestin-2 | HEK293 NOD2/NF-kB | GPR35 arrestin U2OS
C/C(N)=C(/C#N)C(=O)COC(=O)CSc1ccccc1 | -2% | -4% | i | 0.4 | 3.1% | -0.1% | 15% | -6.8% | -1% | 6%
Cc1cc2cc(CCNC(=O)c3cccc([N+](=O)[O-])c3)c(=O)[nH]c2cc1C | -9% | 8% | i | 0.6 | -1.6% | 0.2% | 3% | 2.9% | 13% | -9%
O=C(CCn1c(=O)c2ccccc2n(Cc2cc(=O)n3ccccc3n2)c1=O)NCc1ccco1 | -16% | 0% | i | 1.2 | 3.5% | 0.1% | -26% | -0.4% | 17% | 10%
COc1ccc(N2C3=C(CC4=C2CCCC4=O)C(=O)CCC3)cc1 | -1% | 3% | i | 0.0 | 57% | 0.4% | 17% | 2.3% | 32% | 0%
COc1cc(CNCCN2CCOCC2)ccc1OCC(=O)NC(C)(C)C | -4%[20 µM] | 8% | i | 0.9 | -0.3% | -0.1% | -13% | -2.3% | -5% | ?
CC(C)Oc1c(Cl)cc(CNC(C)(C)CO)cc1Cl | -24% | 0% | i | 0.8 | 2.7% | 0.2% | -11% | 3.6% | -26% | 7%
C#Cc1ccc([C@H]2C=C(C(=O)N3CCOCC3)O[C@@H](OCC)[C@@H]2CCCO)cc1 | 11% | 15% | i | 1.5 | -1.0% | 0.1% | 10% | -4.2% | 5% | 2%
COc1ccc(S(=O)(=O)Cc2ccc(C(=O)N3CCc4ccccc4C3)o2)cc1 | -9% | 14% | i | 2.4 | -2.6% | -0.1% | 7% | -0.1% | -9% | 18%
CCOC(=O)c1cnc2nc(COc3ccccc3)[nH]n2c1=O | 20% | -2% | i | 0.4 | 0.4% | 0.2% | -17% | -2.2% | 6% | 12%
COc1cc2c(cc1OC)C(=O)NCC(C)(C)O2 | 7% | 6% | i | 0.4 | 0.2% | 0.0% | 2% | -0.9% | 13% | -6%
S=C(c1cn(Cc2ccc(Br)cc2)c2ccccc12)N1CCOCC1 | -3% | 5% | i | 1.5 | -1.9% | -0.8% | 6% | 8.5% | -31% | -3%
O=C(CCCN1C(=O)/C(=C/c2ccccc2)SC1=S)Nc1ccc(C(=O)O)c(O)c1 | -4% | 30% | i | 3.1 | 61% | -0.1% | -8% | -1.2% | 16% | <0.5µM*
C=CCN(CC=C)C(=O)Nc1cc(OC)ccc1OC | 46% | 10% | i | 0.2 | -0.8% | 0.3% | 2% | 1.3% | 22% | 1%
CCSc1nnc(NC(=O)c2c(-c3ccccc3Cl)noc2C)s1 | -44% | -1% | i | 0.2 | -2.0% | -0.3% | 45% | 10% | 3% | 0%
Cc1onc(-c2ccccc2Cl)c1C(=O)Nc1cccc(-c2cn3cccnc3n2)c1 | 26% | 4% | i | 4.8 | -0.2% | -0.1% | -20% | -2.6% | 11% | -1%
COc1ccc(C(=O)Nc2cc3c(cc2N2CCOCC2)n(C)c(=O)n3C)cc1OC | 12% | 2% | i | 1.5 | -0.9% | -0.2% | -22% | -2.8% | 14% | 1%
O=C(NCCC1=CCCCC1)C1CCC(CNc2c(N3CCCC3)c(=O)c2=O)CC1 (stereo unspecified) | 38% | 0% | i | 0.5 | -1.5% | 0.0% | -7% | 1.2% | 14% | 2%
CCOc1ccc2oc(-c3ccccc3)c(C(N)=O)c2c1 | 24% | -10% | ? | . | -1.3% | 0.0% | -2% | -5.6% | -23% | -16%
CC1(C(=O)NCc2ccccn2)C=CCN1C(=O)c1ccccc1 (stereo unspecified) | -29% | 4% | i | 1.5 | -2.3% | 0.7% | -19% | 0.4% | 1% | 0%
Cc1ccc(CCNC(=O)C2CC(c3ccc(C(F)(F)F)cc3)=NO2)cc1 (stereo unspecified) | -20% | 6% | i | 1.6 | 2.7% | -0.1% | 2% | 5.7% | 11% | -1%
O=S(=O)(c1cccc(S(=O)(=O)N2CCOCC2)c1)N1CCCCCC1 | -30%[20 µM] | 5% | i | 0.6 | 1.2% | 0.1% | -28% | 1.6% | 6% | 1%
COc1ccc(C(=O)OCCNC(=O)c2c(Cl)nc3ccccn23)cc1 | 11% | -5% | i | 0.6 | 2.0% | 0.1% | 9% | 17% | 10% | -30%
CN(C)CCNC(=O)c1sc2nc(-c3ccccc3)cc(C(F)(F)F)c2c1N | -17% | 7% | + | 32* | 2.7% | -0.1% | 29% | -1.2% | 9% | 22%
C=CCOc1ccc(/C(CC)=N/O)cc1OC | 6% | -5% | i | 0.3 | 1.2% | -0.1% | -11% | -1.8% | 10% | -3%
CCOC(=O)c1c(C)n(-c2ccc(C)cc2)c2ccc(OCC(O)CNCCCO)cc12 (stereo unspecified) | -9% | 14% | i | 0.5 | -0.8% | 0.5% | -19% | -3.5% | 12% | -11%
CCc1ccc(N2CC(C(=O)Nc3cccnc3)CC2=O)cc1 (stereo unspecified) | -5% | 0% | i | 1.4 | 1.4% | -0.1% | -6% | 1.9% | 6% | 11%
CCC(C)NC(=O)c1c(C)cc(=O)oc1C (stereo unspecified) | -10% | 8% | i | 0.9 | -4.9% | -0.1% | 9% | 4.5% | 16% | 3%
Cc1ccc(CN2CCC(CNS(=O)(=O)c3ccc(-c4ccc(=O)[nH]n4)s3)CC2)cc1 | -35% | -23% | i | 3.6 | -0.3% | 0.0% | -12% | 2.6% | 6% | -3%
CC1=C(C(=O)OC(C)C)C(c2cccs2)C(C(=O)OC(C)C)=C(C)N1 | 16% | 11% | i | 0.2 | 0.8% | 0.1% | 10% | -2.7% | 9% | -4%
CC1c2cc3c(cc2CCN1C(=O)c1ccc(Br)cc1)OCCCO3 (stereo unspecified) | -52% | -4% | ? | . | 1.6% | 0.6% | -4% | 3.4% | -3% | -1%
CCCc1ccc(C(=O)Cn2nc(C(=O)O)c3ccccc3c2=O)cc1 | -26% | -3% | i | 0.5 | 12% | 0.1% | -26% | -2.5% | 12% | -10%
Cn1c(=O)cc(OCC(=O)NCc2cccs2)c2ccccc21 | -5% | 8% | i | 0.4 | 0.7% | 0.1% | -5% | 8.8% | -4% | -5%
CCCSc1nnc(Cn2c(=O)sc3ccccc32)n1C | 32% | -6% | i | 1.5 | 0.3% | -0.1% | -32% | 5.6% | 3% | 1%
O=C1/C(=C/c2ccc([N+](=O)[O-])cc2)C=C(c2ccccc2)N1c1ccccc1 | 17% | 26% | i | 6.0 | 0.8% | 0.1% | -31% | -2.7% | 1% | 2%
Cc1ccc(C)c(N2CCN(C(=O)c3ccc(N4CCOCC4)c([N+](=O)[O-])c3)CC2)c1 | -36% | 2% | i | 0.2 | -2.3% | 0.0% | -7% | -3.9% | 16% | -7%
COC(=O)c1cc(NC(=O)c2c(Cl)nc3sccn23)cc(C(=O)OC)c1 | 7% | 5% | i | 0.7 | -1.0% | 0.3% | -78% | 4.3% | 6% | 19%
COc1ccc(/C=C2\SC(=N)N(c3ccc(F)cc3)C2=O)cc1OC | -10% | 4% | i | 0.1 | 0.8% | 0.1% | 3% | -1.8% | -58% | -6%
O=C(COC(=O)c1cncc(Br)c1)NCC1CCCO1 (stereo unspecified) | 2% | 11% | i | 1.2 | -1.0% | -0.2% | 19% | -3.6% | 11% | 3%
c1ccc2c3c(c(CN4CCCC4)cc2c1)COC3 | 7% | 1% | i | 0.1 | 1.5% | 0.1% | -24% | 4.1% | 17% | 14%
Cc1cc(C(=O)Nc2sc(C)c(C)c2C#N)c(C)o1 | 22% | -15% | i | 2.6 | 3.4% | 0.3% | -29% | 2.1% | 2% | -14%
CC(C)(C)NC(=O)C(=O)NNC(=O)c1ccccc1Br | -9%[20 µM] | 11% | i | 0.2 | -2.2% | -0.1% | 4% | . | 5% | 1%
CCCCNC(=S)N(C)/N=C/c1ccc(OCC(=O)Nc2ccc(OC)cc2)c(OC)c1 | -21% | 14% | i | 0.8 | 0.0% | -0.6% | -11% | 5.1% | 1% | -12%
CC1CCCCC1NC(=O)c1ccc(S(=O)(=O)NNC(=O)c2ccncc2)cc1 (stereo unspecified) | 8% | -4% | i | 0.1 | 0.5% | -0.1% | 2% | 5.0% | 21% | 1%
Cc1cnn(CCC(=O)NNC(=S)Nc2ccccc2)c1 | 23% | 6% | i | 1.3 | -1.5% | 2.0% | -9% | -6.6% | -6% | 3%
Cn1nnnc1SCC(=O)Nc1nc2ccccc2s1 | -15%[20 µM] | -7% | i | 0.2 | 0.3% | -0.2% | -31% | -1.1% | -24% | 8%
CCCNCc1cc(Br)ccc1OCC(=O)NCCc1ccccc1 | -3% | 12% | i | 0.5 | 1.6% | 0.4% | -26% | 4.9% | -13% | 10%
CCOc1ccc(NC(=O)c2ccc(NCC(=O)N3CCCCCC3)cc2)cc1 | -2% | 2% | i | 0.5 | -2.2% | -0.3% | -33% | 1.1% | 11% | -6%
Cc1cccc(Oc2ccc(NC(=O)c3ccccc3C(=O)O)cc2)c1 | -23% | 12% | i | 0.4 | 3.2% | 0.6% | -11% | -0.2% | 24% | -20%
O=C(Nc1ccccc1)C1CCCN1/C=C/C(=O)C(F)(F)F (stereo unspecified) | -4% | -6% | i | 0.8 | 0.8% | -0.6% | -38% | -2.7% | 19% | -3%
Cc1ccc2c3c([nH]c2c1C)-c1nonc1CC3 | -14% | 11% | i | 1.4 | -1.7% | 0.3% | -23% | -4.1% | 4% | 2%
CCOC(=O)c1ccccc1NC(=O)CSc1ccc(-c2ccccn2)nn1 | -15% | -1% | i | 0.6 | -0.2% | -0.1% | -60% | 11% | -43% | -9%
O=c1[nH]cnc2scc(C3COc4ccccc4O3)c12 (stereo unspecified) | 6% | -2% | i | 1.0 | -2.1% | -0.2% | -28% | 8.8% | -3% | -1%
Cc1cc(C)n2c(SCc3ccc(Cl)cc3Cl)nnc2n1 | 26% | -8% | i | 0.6 | -3.1% | 0.2% | 12% | -4.7% | 12% | 9%
CCC1(C)Cc2c(sc3nnn(CC(=O)Nc4ccc(Cl)cc4)c(=O)c23)CO1 (stereo unspecified) | -8% | 11% | i | 4.1 | -3.6% | -0.1% | -9% | -0.7% | 5% | 4%
CCCCn1c(=S)[nH]c2c(oc3ccc(Cl)cc32)c1=O | -3% | -9% | . | . | -1.8% | 0.3% | 20% | -3.8% | 18% | -12%
Cc1cc(C)c(S(=O)(=O)Nc2nnc(C)s2)c(C)c1 | 7% | 2% | i | 3.6 | 2.4% | 0.0% | -8% | -1.3% | 5% | 7%
Cc1ccc(/C(N)=N/OC(=O)C23CC4CC(CC(C4)C2)C3)cc1 | 18% | 2% | i | 0.9 | -0.5% | -0.3% | -19% | -3.9% | -12% | 0%

# Screens deposited in PubChem BioAssay by several laboratories.
